Compound activity: PubChem, National Center for Advancing Translational Sciences (NCATS)
AID inh = inhibitors of human activation induced cytidine deaminase; AID deamination FRET fluorescence, UDG-coupled, 4 h; AID 1347428; Q9GZX7; actives 0.32% (n = 91,000); Potency, µM (titrated, usually from 115 µM), inactives show top-dose activity change, negative = inhibition, hits mostly inhibitors; further: nearly all actives have a fitted effect of over 25% in size
Target sequence (Q9GZX7 whole entry, looked up): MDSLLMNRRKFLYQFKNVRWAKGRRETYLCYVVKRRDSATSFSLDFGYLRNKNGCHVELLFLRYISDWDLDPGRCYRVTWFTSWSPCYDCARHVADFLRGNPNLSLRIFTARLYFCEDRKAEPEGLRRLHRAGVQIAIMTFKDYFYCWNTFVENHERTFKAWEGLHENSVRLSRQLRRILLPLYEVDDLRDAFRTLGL
UDG counterscr = UDG inhibition counter-screen; FRET deamination/UDG coupled assay, UDG read, 4 h; Potency, µM (series often up to 115 µM), without a hit: at the highest dose activity change, negative = inhibition, most hits filed as inhibitors; actives 0.14% (n = 91,000); further: nearly all actives have a fitted effect of over 65% in size
Active calls of the source: *; ? = inconclusive; [ ] = another dose, or the depositor's remark. The call rests on the fitted dose curve; in most records, active means well fitted curve in the direction sought with a large enough effect; inconclusive means small, poorly fitted or top-dose-only effect, or another doubt; inactive means no such curve, though single readings can be large; an effect the other way counts as inactive or inconclusive. On the % scale 0 is the no-effect control and ±100 the full control effect; potency means the concentration at half of the fitted maximal effect. This is a subset (hit frequency here may not be typical).

Second line of a record – UDG counterscr | AID inh
CN(CC(=O)Nc1c(Cl)cccc1C(F)(F)F)C1CCc2ccccc21 (stereo not drawn)
 : -13.6% | -7.8%
CCOc1ccc(CNCCCSc2nnnn2C)cc1OC
 : 0.8% | -3.5%
CC(OC(=O)c1ccoc1)C(=O)C12CC3CC(CC(C3)C1)C2 (stereo not drawn)
 : -4.2% | -7.8%
CCNCc1ccc(OCc2cccs2)c(OC)c1
 : -10.4% | -1.5%
CC(NC(=O)c1ccc2cc[nH]c2c1)c1ccccc1Br (stereo not drawn)
 : -10.4% | -3.5%
COc1cc(NC(=O)CSc2nc(-c3ccc(C(C)C)cc3)no2)cc(OC)c1
 : 7.8% | 10.9%
Cc1ccc(NC(=O)C(C)Sc2nc(-c3ccccc3)c(C#N)c(=O)[nH]2)c(C)c1 (stereo not drawn)
 : 9.5% | -19.5%
CC(=O)c1ccc(NC(=O)C23CC4CC(CC(C4)C2)C3)cc1
 : -4.9% | -0.1%
Cc1noc(/C=C/c2ccccc2F)c1S(=O)(=O)N1CCC(C(=O)N2CCOc3ccccc32)CC1
 : 0.2% | 9.3%
Cc1nc(C23CC4CC(CC(C4)C2)C3)cs1
 : -0.7% | -1.7%
CCC(=O)Nc1cc(-c2cccc(C)c2)nn1-c1ccccc1
 : 2.7% | 7.2%
CNC(=O)NC(=O)C(C)SC(C)c1ccc(F)cc1 (stereo not drawn)
 : -3.3% | -8.2%
Cc1ccc(C)c(NC(=O)CCc2nc(-c3ccc(C(C)(C)C)cc3)no2)c1
 : -19.9% | -15.6%
COC(=O)c1ccc(S(=O)(=O)N(Cc2ccc(C(=O)NC3CC3)cc2)C2CC2)cc1
 : -5.0% | -4.0%
O=C(O)c1ccc(Nc2nc3ccccc3n3cnnc23)cc1
 : 8.4% | 24.5%
COc1ccccc1CNC(=O)Nc1ccc2c(c1)N(C)C(=O)c1ccccc1S2
 : ? | ?
CC1CCN(S(=O)(=O)c2ccc3c(c2)c(=O)c(C(=O)NC(C)c2ccccc2)cn3C)CC1 (stereo not drawn)
 : -16.7%[57.5 µM] | ?
COC(=O)c1c(N)n(-c2ccc(OC)c(OC)c2)c2nc3ccccc3nc12
 : 13.4% | 263.4%[activator]
Cc1nc(CCNC(=O)c2c[nH]c3ccccc23)cs1
 : 2.4% | 5.5%
CCOC(=O)c1ccc(NC(=O)CSc2nccn2-c2ccc(OCC)cc2)cc1
 : -3.6% | 10.1%
O=C1c2[nH]nc(-c3ccccc3O)c2C(c2cccc(Br)c2)N1Cc1ccncc1 (stereo not drawn)
 : -12.2% | -9.5%
C=C(C)CN1CCN(c2nc3c(c(=O)[nH]c(=O)n3C)n2Cc2ccc(Br)cc2)CC1
 : -2.8% | -12.4%
O=C(Cc1cccc(C(F)(F)F)c1)NC1CCN(Cc2ccccc2)CC1
 : 3.2% | -4.7%
CC1CCCN(c2nc(-c3ccccc3O)nc3ccccc23)C1 (stereo not drawn)
 : -7.9% | ?
O=c1c2ccccc2n2c(-c3cccc(F)c3)nnc2n1Cc1ccccc1
 : -1.6% | -4.9%
O=C(Cc1ccsc1)NCc1ccccc1
 : -11.2% | -10.1%
Cc1cccc(CNc2nc3ccccc3nc2C)c1
 : -1.0% | -0.8%
Cc1cccc(-n2nnnc2SCc2cc(=O)oc3cc(O)ccc23)c1
 : -2.1% | -25.5%
Cc1ccc(SCC(=O)OCC(=O)c2ccc3c(c2)OCCO3)cc1
 : -7.9% | 8.3%
CCOC(=O)c1c(NC(=O)c2ccc(C)o2)sc2c1CCC(C(C)(C)C)C2 (stereo not drawn)
 : -1.6% | -2.0%
COCc1cnc2c(c1SCc1cc(OC)cc(OC)c1)c(=O)n(C)c(=O)n2C
 : -2.3% | -8.9%
O=C(Nc1ccc(F)cc1F)C1=C(N2CCOCC2)c2ccccc2S1(=O)=O
 : -2.4% | 1.3%
O=C(Cc1ccc(F)cc1)N1CCC(c2nc3c(nnn3Cc3ccc(Cl)cc3)c(=O)[nH]2)CC1
 : -4.4% | ?
O=C(NC1CCCC1)c1ccc(CSc2nc3cccnc3n2Cc2ccccc2F)cc1
 : -1.2% | -13.4%
CCc1nn2c(=O)cc(COC(=O)c3cccc(NC(=O)COc4ccccc4F)c3)nc2s1
 : -14.6% | -0.5%
COc1cc(CC(=O)OCCOc2ccc(Cl)cc2Cl)cc(OC)c1OC
 : -9.5% | -17.4%
COc1nc(C(=O)NCCC(=O)N(C)C)cc2ccccc12
 : 4.4% | -7.8%
CCCc1nn2c(=O)cc(CSc3ccccc3NC(=O)c3ccco3)nc2s1
 : -1.9% | -5.3%
COC(=O)c1c(NC(=O)COc2ccc(C(C)C)cc2)sc2c1CCCC2
 : 26.0% | 6.0%
CCOc1ccc(C2C=C(c3cccc(OC)c3)Nc3nnnn32)cc1 (stereo not drawn)
 : -16.3% | -10.0%
CCOC(=O)c1c(C)[nH]c(CCC(=O)NC(C)c2ccccc2)c1C (stereo not drawn)
 : -5.2%[57.5 µM] | -1.8%
Cc1ccc(NC(=O)Cn2cc(C(=O)c3ccco3)c3ccccc32)cc1C
 : 8.6% | 1.4%
COc1ccc(C)cc1NC(=O)c1cc(S(=O)(=O)N2CCC(C)CC2)cn1C
 : -5.2% | ?
Fc1ccccc1-c1csc(NCc2ccco2)n1
 : -0.3% | -4.8%
C/C(=N\NC(=O)CCc1ccccc1)c1ccccc1
 : -3.6% | -1.3%
CC1CCN(CC(=O)NCCc2c[nH]c3ccccc23)CC1
 : -5.8% | 0.8%
COc1ccc2cc(-c3nnc(Nc4ccccc4)s3)c(=O)oc2c1
 : 4.1% | -24.3%
O=C(Nc1ccc(Cl)c(C(F)(F)F)c1)c1ccc2c(c1)CCN2S(=O)(=O)c1ccccc1
 : -11.6% | ?
Cc1ccc(O)c(NC(=O)CCS(=O)(=O)c2nc(-c3cccs3)cc(C(F)(F)F)n2)c1
 : 0.2% | 5.4%
CCOc1ccccc1C(=O)Nc1ccc(OC)c2ncccc12
 : -6.4% | -6.5%
CN1C(=O)Cc2cc(S(=O)(=O)CCC(=O)NC3CCCCCCC3)ccc21
 : ? | 2.2%
CCCCNC(=O)c1cccc(Cl)c1
 : -4.1% | -9.9%
COc1ccc2c(c1)CCc1c(C(=O)Nc3c(C)nn(Cc4ccccc4)c3C)noc1-2
 : 2.9% | 93.0%[activator]
COc1ccc(OC)c(CNC(=O)CN2N=C(c3ccc(Cl)cc3)CCC2=O)c1
 : 1.7% | -23.0%
CCOC(=O)C1CCN(c2ncnc3c2nc2n3CCCCC2)CC1
 : 10.2% | 12.1%
COC(=O)C1=C(C)N(c2cccc(C)c2)C(=S)NC1c1ccc(C)s1 (stereo not drawn)
 : -10.7% | -9.8%
CCc1cc(=O)oc2cc(OCC(=O)NCCCn3ccnc3)ccc12
 : -6.6% | -0.7%
COc1ccc(C)cc1NC(=O)c1ccc(NS(=O)(=O)c2c(C)noc2C)cc1
 : -9.8% | -9.4%
CC(C(=O)NC1CCCC1)N1CCN(Cc2ccccc2)CC1 (stereo not drawn)
 : -0.9% | 7.5%
CCOC(=O)c1c(-c2ccccc2)oc2ccc(N(C(C)=O)S(=O)(=O)c3ccc(CC)cc3)cc12
 : -3.4%[57.5 µM] | 2.1%[57.5 µM]

Carrying on.
Second line of a record – UDG counterscr | AID inh
CCOC(=O)CNC(=O)N1CCN(S(=O)(=O)c2ccc3c(ccn3C)c2)CC1
 : 0.0% | 17.9%
CNC(=O)C1CCN(Cc2cc3ccccc3n2Cc2ccccc2C)CC1
 : -26.0%[57.5 µM] | -16.1%
O=C(O)CCc1ccccn1
 : -0.7% | 1.4%
CN1C(=O)C2(SCC(=O)N2c2cccc(C(F)(F)F)c2)c2ccccc21 (stereo not drawn)
 : 4.3% | 59.4%[activator]
Cc1cc(C)c(S(=O)(=O)N2CCN(C)CC2)cc1Br
 : 0.3% | -3.3%
COc1ccc(-c2c(C)c3cc(OC(C)=O)ccc3oc2=O)cc1OC
 : ? | -1.5%
COc1cc(NC(=O)c2ccccc2)ccc1NC(=O)c1cc2ccccc2o1
 : -15.1% | 15.6%
O=C(Cn1nc(-c2ccccc2)c2c(c1=O)CCCC2)Nc1ccc(F)c(Cl)c1
 : -3.6% | 2.1%
O=C(NCc1noc2ccccc12)Nc1ccc(F)cc1F
 : -4.7% | -20.3%
CSc1ccccc1NC(=O)c1ccccc1C(F)(F)F
 : 4.5% | -4.5%
O=C(Nc1cc(F)ccc1F)c1cc(-c2ccco2)nc2ccccc12
 : 3.8% | -1.1%
Cn1c(CC2CCS(=O)(=O)C2)nnc1SCC(=O)Nc1ccc(-c2ccccc2)cc1 (stereo not drawn)
 : -1.8% | 6.3%
COc1cccc(C2C(C(=O)Nc3ccccc3OC)=C(C)Nc3nc(-c4ccco4)nn32)c1 (stereo not drawn)
 : 9.1% | 3.0%
CCC1CCc2c(sc3ncn4nc(Cn5nc(C(F)F)cc5C)nc4c23)C1 (stereo not drawn)
 : -7.9% | -8.5%
CCOc1ccc(Br)cc1C1C(C(=O)OC)=C(C)NC2=C1C(=O)c1ccccc12 (stereo not drawn)
 : 0.4% | 4.4%
CCCC(=O)Nc1cccc(-c2cn3cccnc3n2)c1
 : 0.4% | 8.4%
CCC(C)NC(=O)COc1ccc2c(C)cc(=O)oc2c1 (stereo not drawn)
 : 1.3% | -8.4%
CCCC1CCC(=NNC(=S)NCc2ccccc2)CC1 (stereo not drawn)
 : -3.1% | -15.1%
Cc1cccc2sc(N(Cc3cccnc3)C(=O)Cc3ccccc3)nc12
 : -10.0% | -18.0%
Cc1ccccc1-c1nn2c(=O)cc(N3CCN(S(=O)(=O)c4ccc(F)cc4)CC3)nc2s1
 : -9.9% | -20.0%
CCc1ccc(CNC(=O)c2ccc(CSCc3ccc(C)cc3)o2)cc1
 : -3.0% | -8.1%
O=C(NCc1noc(-c2ccco2)n1)c1ccc(Br)cc1
 : -7.1% | -0.5%
CCOc1ccc(CN2CCc3nc(N4CCN(c5ccccc5OC)CC4)ncc3C2)cc1OC
 : -5.5% | 82.1%[activator]
CCc1cccc(NC(=O)CN2c3ccccc3S(=O)(=O)c3ccccc32)c1
 : 31.5%[activator] | 10.3%
N#Cc1c(SCCN2CCOCC2)nc(N2CCCCC2)c2c1CCCC2
 : -4.2% | -21.0%
COCCOc1ccc(-c2ccc(C#N)cc2)cc1
 : -3.6% | -0.7%
COc1ccc(OC)c2sc(N3CCN(C(=O)C4CC4)CC3)nc12
 : 46.0%[activator] | 0.8%
CCN(CC)S(=O)(=O)c1ccc2c(c1)c(=O)c(C(=O)NCCc1ccccc1)cn2C
 : -1.2% | -1.3%
Cc1nn(-c2nc3ccccc3o2)c2c1C(c1cccc(C(F)(F)F)c1)CC(=O)N2 (stereo not drawn)
 : -6.4% | -9.6%
CCc1ccc(NC(=O)c2ccc3c(Cl)c4c(nc3c2)CCCC4)cc1
 : -11.5% | -7.7%

Sorted by molar mass (ascending): three of the compounds above
Second line of a record – UDG counterscr | AID inh
CCc1ccc(NC(=O)c2ccc3c(Cl)c4c(nc3c2)CCCC4)cc1
 : -11.5% | -7.7%
CCc1ccc(CNC(=O)c2ccc(CSCc3ccc(C)cc3)o2)cc1
 : -3.0% | -8.1%
O=C(Nc1ccc(Cl)c(C(F)(F)F)c1)c1ccc2c(c1)CCN2S(=O)(=O)c1ccccc1
 : -11.6% | ?

Later entries
Second line of a record – UDG counterscr | AID inh
O=C(NC1CCCC1)c1ccc(C(F)(F)F)cn1
 : 1.4% | -3.7%
CC1CC1C(=O)Nc1cc(C(C)(C)C)ccc1O (stereo not drawn)
 : -11.9% | -3.5%
CCOc1ccc(-n2c(Cc3ccccc3)nnc2SCc2nc(-c3cccs3)no2)cc1
 : ? | 31.6µM*
COc1ccc(CNCc2cccc3[nH]ccc23)cc1
 : -1.0% | 26.5%
CC(OC(=O)c1ccccc1O)C(=O)Nc1ccc2c(c1)OCO2 (stereo not drawn)
 : 8.1% | 21.0%
Cc1ccc(NC(=O)C(=O)NCC(c2cccnc2)N2CCOCC2)cc1Cl (stereo not drawn)
 : 3.3% | -6.5%
CCNC(=O)c1cccc(NC(=O)/C=C/c2sccc2C)c1
 : 3.7% | 0.7%
Cc1ccc(C(=O)OCC(=O)c2cccs2)cc1O
 : -7.5% | 20.1%
O=C(NN1CCOCC1)c1ccn(COc2ccc(Br)cc2)n1
 : 4.6% | 1.2%
COc1ccc(NC(=O)c2c(N)c(C(=O)c3ccc(OC)cc3)n3ccccc23)cc1
 : 0.0% | -18.0%
CCCOc1ccc(Br)cc1C1C(C(=O)OCC)=C(C)Nc2nnnn21 (stereo not drawn)
 : -1.0% | -2.9%
CCC(=O)Nc1ccc(-c2csc(NCCN(CC)CC)n2)cc1
 : 0.6% | -15.0%
COc1ccccc1NC(=O)C1=C(C)Nc2nc(-c3ccco3)nn2C1c1ccccc1 (stereo not drawn)
 : -0.1% | 2.8%
CCOC(=O)COc1ccc2cc(-c3ccccc3)c(=O)oc2c1
 : 2.4% | -6.0%
Cn1c(=O)c2cc(C(=O)NCCCN3CCN(c4ccccc4F)CC3)sc2c2ccccc21
 : -0.5% | -4.5%
CCOc1ccccc1NC(=O)CSc1ccc2nnc(CCNS(=O)(=O)c3ccccc3)n2n1
 : 10.8% | 53.7%[activator]
CCC1c2ccsc2CCN1C(=O)C1CCN(S(=O)(=O)c2ccc(C)c(C)c2)CC1 (stereo not drawn)
 : -7.5% | -11.1%
Cc1nn(-c2ccc(Cl)nn2)c2c1C(c1ccc(O)cc1)CC(=O)N2 (stereo not drawn)
 : 2.4% | -3.0%
Cc1cc(Br)ccc1NC(=O)c1cc2c(=O)n(C)c3cc(Cl)ccc3c2s1
 : 7.5% | 29.3%
CCCCN(CC(=O)NC(=O)NCc1ccccc1)c1ccccc1
 : 4.8% | 2.4%
CC(C)(C)CC(=O)NC1CC(=O)N(c2ccc3c(c2)OCCO3)C1 (stereo not drawn)
 : -10.3% | 26.9%
CC1=C(c2ccc(Cl)cc2)S(=O)(=O)N=C1N1CCN(c2cccc(C(F)(F)F)c2)CC1
 : -10.2% | 5.2%
